# Screening data (PubChem)
# MITF act: activators of MITF-driven TRPM1 promoter activity in SK-MEL-5 cells. 300,000 tested, 0.75% active. SK-MEL-5 TRPM1-promoter luciferase, 24 h; % of positive control, neutral wells = 0. activation, % at 12.5 µM. AID 588334;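 active means mean activation of at least 80% with every replicate also reaching 80%; inconclusive means mean reaches 80% but some replicate falls short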;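 further: 0% = neutral control wells and 100% = parthenolide positive control wells; values of inactives mirror those of a sister screen read the other way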
# CAL PDZ FP-1: blocks peptide binding to the human CAL PDZ domain; AID 602252; Q9HD26; inhibition, % at 24.9 µM; purified CAL PDZ, TMR-peptide fluorescence polarization, 1 h; 300,000 tested, 0.92% active;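 active means mean inhibition of at least 30% with at least half of replicates also reaching 30%; inconclusive means no clear call, values can overlap the other calls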;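 further: 0% = DMSO neutral control and 100% = excess unlabeled competitor peptide PRC23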
# CAL PDZ FP-2: blocks peptide binding to human CAL PDZ domain; Q9HD26; purified CAL PDZ, TMR-peptide fluorescence polarization, 1 h; inhibition, % at 20 µM; 330,000 tested, 0.02% active; AID 504414;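 active means highest replicate inhibition of at least 40%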;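 further: plate controls were DMSO neutral control wells for no effect and unlabeled competitor peptide control wells for full effect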
#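 System: purified tagged CAL PDZ domain construct (CerCALP). Schedule: 1 h incubation at room temperature before polarization reading. Medium: 25 mM sodium phosphate pH 7.4, 150 mM NaCl, TCEP, IgG, Thesit. Read-out: percent inhibition from loss of millipolarization. Measured by: FP readout, S and P plane fluorescence. Probe or stimulus: fluorescent TMR peptide probe.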
# SR-BI DiI inh: mouse SR-BI HDL lipid transfer inhibition | Q61009 | ldlA[mSR-BI] CHO cells, DiI-HDL uptake fluorescence, 3 h | inhibition, % at 12.5 µM | 320,000 tested, 0.96% active | AID 488896;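 active means mean replicate inhibition of at least 70% and a set share of replicates each scoring 70 or more; inconclusive means meets just one of the two criteria; inactive means fails both criteria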;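 further: 0% = median of neutral control wells and 100% = median of positive control wells; values of inactives mirror those of a sister screen read the other way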
# Target sequence (Q61009 whole entry, looked up): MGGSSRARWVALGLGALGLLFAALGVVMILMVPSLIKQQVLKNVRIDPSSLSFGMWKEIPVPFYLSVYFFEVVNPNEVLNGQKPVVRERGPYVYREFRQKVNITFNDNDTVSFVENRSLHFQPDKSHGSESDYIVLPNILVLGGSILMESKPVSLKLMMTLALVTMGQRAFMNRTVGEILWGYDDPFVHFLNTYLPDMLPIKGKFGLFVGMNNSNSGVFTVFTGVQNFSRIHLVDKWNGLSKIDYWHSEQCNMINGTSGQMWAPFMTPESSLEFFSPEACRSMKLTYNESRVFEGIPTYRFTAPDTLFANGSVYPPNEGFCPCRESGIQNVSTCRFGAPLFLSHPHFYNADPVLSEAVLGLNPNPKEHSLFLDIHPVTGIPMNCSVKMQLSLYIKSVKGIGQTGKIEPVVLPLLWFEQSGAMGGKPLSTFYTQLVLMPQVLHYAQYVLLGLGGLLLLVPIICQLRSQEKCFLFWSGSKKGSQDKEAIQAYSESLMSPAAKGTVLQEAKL
# Tat export inh: blocks Tat-dependent protein export in E. coli; E. coli MC4100 TorA-mCherry Tat export, fluorescence; inhibition, % at 10 µM; 340,000 tested, 0.036% active; AID 488895;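 active means mean replicate inhibition at least 50% and at least half of replicates individually reaching 50%; inconclusive means only one of the two criteria met; inactive means neither criterion met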;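 further: exported cargo escapes ClpAP degradation while cytoplasmic cargo is degraded and loses fluorescence; 0% = median of neutral control wells and 100% = median of NaSCN control wells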
# AddAB inh: less growth of phage-infected E. coli with AddAB | E. coli expressing H. pylori AddAB, absorbance growth | inhibition, % at 11.9 µM | 330,000 tested, 0.29% active | AID 435030; in the data active means inhibition above about 12%;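 further: 0% = vehicle wells of infected cells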
# Wnt bcat act: Wnt/beta-catenin pathway activation. Wnt/beta-catenin reporter cell assay, activator, plate reader. activation, % at 9.35 µM. 300,000 tested, 1.2% active. AID 743398; in the data active means activation above about 30%, passing the limit was not always enough; inconclusive means no clear call, values can overlap the other calls;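 further: 0% = neutral control wells and 100% = positive control wells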
# SR-BI DiI-HDL act: activators of SR-BI mediated HDL lipid uptake | CHO ldlA[mSR-BI] cells, DiI-HDL uptake fluorescence, 3 h; 100 = double the neutral-control signal | activation, % at 12.5 µM | 320,000 tested, 0.096% active | AID 504775;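 active means mean replicate activation of at least 60% and every replicate at or above 60%; inconclusive means mean or all-replicate condition met, but not both; inactive means mean below 60% and not all replicates reaching 60%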;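 further: 0% = median plate neutral-control signal and 100% = twice that signal; values of inactives mirror those of a sister screen read the other way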
#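 Material: SR-BI-overexpressing, LDLR-lacking CHO cells; schedule: compound exposure 3 h, 37 °C; reagent: DiI-labelled HDL at 10 µg/mL final; technique: bottom-read fluorescence, 550/595 nm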
# E coli growth: reduces bacterial viability in AddAB counter-screen | E. coli V3065 growth, OD600 absorbance, 18 h | inhibition, % at 11.9 µM | 330,000 tested, 0.27% active | AID 449728;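 active means inhibition above the campaign's mean inhibition across all tested compounds plus 3 SD, cut at about 9.9% in these data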;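 further: uninfected addAB+ strain grown without phage in ampicillin broth; 0% = DMSO wells and 100% = ciprofloxacin 0.95 µg/ml wells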
# phage Ecoli inh: E. coli growth loss with phage present. growth absorbance. inhibition, % at 11.9 µM. 360,000 tested, 0.26% active. AID 651602; in the data active means inhibition above about 11%
# * = called active by the depositor; ? = inconclusive; nt = no result given.
# Fields: Tat export inh	SR-BI DiI-HDL act	AddAB inh	CAL PDZ FP-2	phage Ecoli inh	MITF act	E coli growth	CAL PDZ FP-1	SR-BI DiI inh	Wnt bcat act
1: NC(=O)c1ccsc1NC(=O)CS(=O)(=O)c1ccc(Cl)cc1
    -11	21	1.2	-1.9	3.0	0	-1.4	-2	-21	1
2: CN(C)C(=O)N1CCC(C(=O)NCc2ccc(F)cc2)CC1
    -7	31	1.4	-1.0	46*	nt	-1.2	nt	-28	1
3: C=CCn1c(O)c(N=NC(=O)c2ccc3c(c2)OCO3)c2ccccc21
    3	-17	1.4	-1.7	-1.6	69	-0.9	-3	17	nt
4: CCC(=O)N1CCCc2cc(S(=O)(=O)CCC(=O)Nc3ccccc3C)ccc21
    -3	nt	3.7	-1.9	1.2	-7	1.5	-4	16	-1
5: COc1cccc(CNC(=O)C2CCCN(c3nc4ccccc4o3)C2)c1 (centres undefined)
    -4	14	-0.2	-1.7	4.1	-6	0.3	nt	-14	-4
6: COc1cc(NS(=O)(=O)c2ccc3c(c2)C(C)(C)C(=O)N3C)cc(OC)c1
    5	12	3.5	-0.8	3.2	-1	0.7	-3	-12	-1
7: Cc1ccc(C(=O)NCC(=O)NC2CC2)cc1
    1	-11	-1.3	0.3	-0.5	4	-2.6	-9	11	1
8: N/C(=N\OC(=O)Cc1ccc(-c2ccccc2)cc1)c1cccnc1
    3	6	0.2	-0.2	5.2	3	-1.2	-4	-6	nt
9: O=C(Nc1ccccc1)c1ccc2nsnc2c1
    7	26	1.5	-0.2	3.8	nt	4.4	-2	-26	nt
10: CC(CC(=O)NCc1ccc(Cl)cc1)c1ccccc1 (centres undefined)
    0	17	0.8	-0.4	1.9	1	0.6	nt	-17	2
11: CCCCCN(C(=O)CCC(=O)OCC(=O)Nc1cccc(CC)c1)c1c(N)n(CCCC)c(=O)[nH]c1=O
    -4	15	3.3	-2.9	-0.2	-2	-0.1	2	-15	-11
12: O=P(CCC(F)(F)F)(CCC(F)(F)F)CCC(F)(F)F
    -7	-13	1.4	-1.4	2.8	nt	-1.9	nt	13	3
13: COc1ccc(NC(=O)Cc2ccccc2)cc1
    6	17	-1.5	-1.4	2.1	23	-2.6	-1	-17	36*
14: COc1cc(OC)c2c(c1)OC(=O)CC2c1cc(OC)c(OC)c(OC)c1 (centres undefined)
    7	-5	0.9	-1.8	3.1	0	2.5	-3	5	-2
15: Cc1cc(/C=C2\C(=N)N3N=C(S(C)(=O)=O)SC3=NC2=O)c(C)n1Cc1ccccc1
    0	-4	2.8	-3.2	1.3	-5	-1.7	-5	4	-4
16: Cc1ccc(NC(=O)c2cccnc2C(=O)O)nc1
    19	24	0.2	-2.1	3.3	3	-1.8	-2	-24	0
17: Cn1nnc2sc3c(c2c1=O)CCCC3
    -1	11	1.6	-1.1	-0.9	10	-0.6	-2	-11	1
18: CN1C[C@H]2CON(C)[C@H]2C[C@H]1c1cccc(-c2ccccc2)c1
    12	-4	nt	0.0	0.6	5	nt	-5	4	-2
19: CCOC(=O)N1CCN(Cc2nc(N)nc(Nc3ccc(OCC)cc3)n2)CC1
    -2	10	-5.0	nt	0.2	-2	-1.4	-1	-10	nt
20: Cc1ccc(C)c(C(=O)COC(=O)Cn2[nH]c(=O)c3ccccc3c2=O)c1
    -10	14	-0.6	-1.0	1.2	0	-2.6	-11	-14	-3
21: COc1ccc(-n2c(SCC(=O)NCC3CCCO3)nc3c(c2=O)SCC3)cc1OC (centres undefined)
    -17	11	1.8	-0.2	0.7	0	-1.0	-6	-11	-1
22: COc1cccc(-c2nc(CS(=O)(=O)CC(=O)Nc3c(C)cccc3C)c(C)o2)c1
    -16	-31	-2.2	-0.5	2.3	nt	-1.1	nt	31	-2
23: CC1CCCCN1C(=O)CSc1nc2ccsc2c(=O)n1Cc1ccccn1 (centres undefined)
    -4	15	-0.9	-2.3	1.9	16	-1.3	nt	-15	17
24: COc1ccc(NC(=O)c2c(N)no[n+]2[O-])cc1
    -5	27	0.6	-0.6	0.5	9	0.3	-2	-27	-2
25: CCN1C(=NCCc2cccs2)N[C@@H](c2cccs2)C(C(=O)OC)=C1C
    0	-12	4.1	0.7	nt	14	-0.2	-4	12	nt
26: CCCc1nc2nc(C)c(NS(=O)(=O)c3ccc(F)cc3)c(=O)n2[nH]1
    23	15	2.7	-1.2	-0.1	7	-3.1	0	-15	-3
27: CCCNc1c(NC(=O)COc2ccc(Cl)cc2)c(=O)oc2ccccc12
    -12	-19	0.5	-0.9	1.4	-5	-0.4	-1	19	-2
28: CC1(C)CC(=O)C2=C(C1)OC(N)=C(C#N)C21CCN(C(=O)OCc2ccccc2)CC1
    -8	-25	0.8	-2.6	1.2	3	0.7	-5	25	nt
29: N#Cc1c(C(F)(F)F)cc(-c2ccccc2)[nH]c1=O
    -1	8	1.7	-2.4	2.5	-13	1.6	36*	-8	-4
30: O=[N+]([O-])c1cccc(-c2noc(-c3ccco3)n2)c1
    -6	-6	-1.6	-0.1	1.3	46	-1.6	nt	6	20
31: CC(C)(O)[C@H](O)Cc1cc2ccc(=O)oc2cc1O[C@@H]1O[C@H](CO)[C@@H](O)[C@H](O)[C@H]1O
    3	17	1.9	-0.6	1.4	10	-1.2	0	-17	-3
32: COc1cccc(NC(=O)Cn2nnc(C(=O)NCc3ccc4c(c3)OCO4)c2N)c1
    1	15	6.1	0.1	0.2	-1	0.8	nt	-15	-1
33: COc1ccc(S(=O)(=O)NNC(=O)C2Cc3c(ccc4ccccc34)O2)cc1 (centres undefined)
    2	-14	0.1	-2.1	4.4	-8	0.2	-1	14	nt
34: O=C(CCc1ccccc1)NC(NC(=S)Nc1cccc(Cl)c1)C(Cl)(Cl)Cl (centres undefined)
    -6	-36	0.4	-1.8	3.7	-5	-0.1	0	36	-6
35: CC1(C)CC(=O)c2c(O)cc(OCc3ccc(Br)cc3)cc2O1
    11	-42	1.7	-1.0	4.0	87*	1.2	-6	42	-1
36: C=CCn1cc(C(=O)OCC)c(=O)c2ccc(F)cc21
    8	6	4.1	-1.8	3.2	3	1.3	3	-6	1
37: CCC(C(=O)Nc1ccc(S(=O)(=O)N2CCN(C)CC2)cc1)c1ccccc1 (centres undefined)
    2	27	-0.9	-2.2	1.6	9	0.1	-3	-27	-2
38: COc1ccc(C2(CNC(=O)c3ccccc3[N+](=O)[O-])CCOCC2)cc1
    1	14	1.2	-0.4	4.2	-3	-0.3	-3	-14	1
39: Cn1c2c(c(=O)n(C)c1=O)C(CC(=O)Nc1ccccc1F)C(=O)N2 (centres undefined)
    nt	nt	1.3	nt	0.1	nt	0.2	nt	nt	1
40: CCOC(=O)c1cc(C#N)c(N2CCCNCC2)nc1C(F)(F)F
    -6	nt	2.7	-1.0	4.0	-8	0.0	-4	nt	0
41: O=C(O)CC/C(=C\c1ccc(N2CCCC2)c([N+](=O)[O-])c1)c1nc2ccccc2s1
    15	-27	2.2	-15	2.4	-4	-1.3	4	27	1
42: COC(=O)CCC(=O)NC(=S)Nc1ccc(S(=O)(=O)Nc2cc(OC)nc(OC)n2)cc1
    5	4	2.5	0.2	3.1	-4	1.0	-2	-4	nt
43: Cc1ncoc1C(=O)N1CCCC(C(=O)c2cccc(OC(C)C)c2)C1 (centres undefined)
    5	19	-0.1	-0.2	2.8	6	-0.4	-5	-19	-1
44: COc1ccc(-n2c(C)nc3cc(C(=O)NCc4ccc5c(c4)OCO5)ccc32)cc1
    1	7	2.5	-4.7	0.5	0	-1.6	-8	-7	-2
45: CCOc1ccc(Nc2nc(N3CCCC3)nc(N3CCN(c4ccc(OC)cc4)CC3)n2)cc1
    0	-71	0.9	-1.7	0.6	-11	1.9	-4	?	0
46: Cc1ccc2cc(C#N)c(NCCNC(=O)C3CC3)nc2c1C
    -3	2	-2.8	0.3	0.6	-4	-1.9	1	-2	1
47: COc1cccc(-c2nc3ccc(C(=O)N4CCCC(O)C4)cc3o2)c1 (centres undefined)
    14	-2	6.4	-1.8	-1.2	50	-0.4	-2	2	25
48: Cc1ccc(-c2cc(=O)[nH][nH]2)c(C)c1
    30	11	-0.7	-3.8	2.1	-7	-4.7	-7	-11	nt
49: O=C(NC(c1ccccc1)c1ccccc1)c1ccc(S(=O)(=O)C(F)F)cc1
    1	4	4.8	-1.9	-0.9	-3	-0.6	-8	-4	-3
50: CCS(=O)(=O)n1nc(NCc2cccc(OC)c2)nc1NCc1cccc(OC)c1
    2	-8	3.2	-1.3	-0.2	nt	-1.3	-8	8	-2
51: CCOc1ccc(NC(=O)N2CCC(C(=O)c3ccc(F)cc3)CC2)cc1
    -4	-44	-1.6	-1.1	-0.5	20	-2.1	-1	44	-2
52: CC1CCC2(CC1)NC(=O)N(CC(=O)NC(C)c1ccc(F)c(F)c1)C2=O (centres undefined)
    2	20	-1.3	-0.5	2.8	0	-0.9	-2	-20	10
53: COc1ccc(C2CC(c3ccc(F)cc3)n3nc(NC(=O)c4ccco4)nc3N2)cc1 (centres undefined)
    3	20	1.5	-1.5	-2.5	nt	4.2	-6	-20	-3
54: CCOc1cc(C(=O)O)cc(Cl)c1OCC#N
    1	15	-1.8	-2.4	2.2	-9	-2.5	1	-15	2
55: CCOc1ccccc1NC(=O)CN1C(=O)NC(Cc2c[nH]c3ccccc23)C1=O (centres undefined)
    -3	-21	0.2	0.1	0.3	-19	1.6	-2	21	-5
56: COc1ccc(CN2CCN(C(=O)Cn3ncn4cccc4c3=O)CC2)c(OC)c1OC
    2	25	5.1	-0.2	1.1	-3	0.7	3	-25	-2
57: COc1ccc(C(=O)N2CC(=O)Nc3ccccc32)cc1S(=O)(=O)N1CCOCC1
    10	nt	-0.5	-0.9	-2.8	15	-0.7	8	nt	-1
58: COc1ccc(OC)c(CN2CCCC(C(=O)c3ccccc3SC)C2)c1 (centres undefined)
    -1	nt	5.6	-3.3	-1.3	5	2.8	5	nt	-22
59: Cc1ccccc1C(=O)N(Cc1cccs1)C1CCS(=O)(=O)C1 (centres undefined)
    0	12	2.9	-1.5	2.3	6	-2.0	-6	-12	0
60: O=C(NCc1cccnc1)NC1CCCN1S(=O)(=O)c1ccc(Cl)cc1 (centres undefined)
    3	5	-0.3	nt	3.6	-1	-0.3	-2	-5	1
61: O=C(Cc1ccc(S(=O)(=O)N2CCOCC2)s1)Nc1cc(C(F)(F)F)ccc1N1CCCC1
    5	-10	1.4	-2.2	0.5	-13	0.1	-2	10	0
62: CN(CC(=O)Nc1ccccc1Br)C(=O)CN1CCN(c2ccccc2Cl)CC1
    -2	-26	-0.3	-0.6	3.8	2	-0.2	nt	26	-2
63: COc1ccc(NC(=S)Nc2ccc(F)cc2)c(OC)c1
    -9	-16	2.6	-2.5	-0.2	7	0.1	-1	16	nt
